KCNQ2 block: KCNQ2 potassium channel inhibitors, primary screen, cell-based, CHO-K1, FluxOR thallium flux, B-score (AID 2156). 20 min; active compounds read low. B-score at 10 µM. hit rate 1.1% among 310,000. O88943;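 active = fluorescence ratio B-score at most minus 3 library SDs, with starting brightness B-score within 2 library SDs, cut at about -5.5 in these data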
CHT inh: inhibits the human high affinity choline transporter; hit rate 0.86% among 310,000; B-score at 10 µM; CHT-expressing cells, membrane potential dye, choline response; active compounds read low; AID 488975;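 active = B-score over 3 SD under the library average, and starting fluorescence ratio not unusually high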;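 also: choline stimulus applied at its EC90 after an EC20 pre-addition; B-score computed on integrated fluorescence ratio after choline addition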
Target sequence (Q9GZV3 whole entry, looked up): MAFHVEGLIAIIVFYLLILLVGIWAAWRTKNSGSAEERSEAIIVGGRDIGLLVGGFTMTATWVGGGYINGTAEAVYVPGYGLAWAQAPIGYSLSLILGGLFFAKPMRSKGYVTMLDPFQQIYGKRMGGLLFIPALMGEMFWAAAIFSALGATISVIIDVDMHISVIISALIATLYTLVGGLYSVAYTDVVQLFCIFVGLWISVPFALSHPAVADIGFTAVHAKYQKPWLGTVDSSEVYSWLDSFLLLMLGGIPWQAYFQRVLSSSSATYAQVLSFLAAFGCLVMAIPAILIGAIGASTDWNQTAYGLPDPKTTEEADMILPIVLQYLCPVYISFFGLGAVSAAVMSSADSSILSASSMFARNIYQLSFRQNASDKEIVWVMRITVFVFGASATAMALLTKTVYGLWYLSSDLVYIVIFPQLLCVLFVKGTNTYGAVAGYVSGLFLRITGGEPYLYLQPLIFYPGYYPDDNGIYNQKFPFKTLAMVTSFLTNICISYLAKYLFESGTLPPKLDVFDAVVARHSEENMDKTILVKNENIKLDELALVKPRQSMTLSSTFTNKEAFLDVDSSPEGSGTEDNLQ
Starred values were filed as active, the others as inactive; i = inactive; x = not tested or not shown.

The first 5 records, to show the layout:
mol	KCNQ2 block	CHT inh
C=C1CCC(O)C2(C)CCC3C(C)C(=O)OC3C12O (configuration not stated)	i	i
Cn1c(=O)c2c(nc(SCc3cccnc3)n2Cc2ccc(F)cc2)n(C)c1=O	i	i
O=C(CCC1CCN(C(=O)c2cccc(Cl)c2F)CC1)Nc1ccccc1	i	i
CC1CN=C(c2cccn2Cc2ccc(F)cc2Cl)O1 (configuration not stated)	i	i
O=C(Nn1cnnc1)c1cc(Cl)cc(Cl)c1	i	i

The whole of this part (from the top)
mol	KCNQ2 block	CHT inh
C=C1CCC(O)C2(C)CCC3C(C)C(=O)OC3C12O (configuration not stated)	i	i
Cn1c(=O)c2c(nc(SCc3cccnc3)n2Cc2ccc(F)cc2)n(C)c1=O	i	i
O=C(CCC1CCN(C(=O)c2cccc(Cl)c2F)CC1)Nc1ccccc1	i	i
CC1CN=C(c2cccn2Cc2ccc(F)cc2Cl)O1 (configuration not stated)	i	i
O=C(Nn1cnnc1)c1cc(Cl)cc(Cl)c1	i	i
CC1CN(C2=CC(=O)CCC2)CC(C)O1 (configuration not stated)	i	i
O=C(Cn1cc(Cl)ccc1=O)c1ccc(Cl)cc1	i	i
O=C(CSc1cn(Cc2ccccc2)c2ccccc12)N1CCOCC1	i	i
Clc1ccc(/C=N/Nc2ccccn2)cc1	i	i
Cn1cc(CN2CCC(O)CC2)c(-c2ccc(Oc3ccccc3)cc2)n1	i	i
Cn1cc(C(=O)C(=O)N2CCCC2)c2ccccc21	i	i
O=C(CSc1nnc(COc2ccccc2)o1)N1CCCC1	i	i
CS(=O)(=O)N1CCN(c2ccc(NC(=O)c3cccnc3Cl)cc2)CC1	i	i
CCOc1cc(C(=O)NCCOC)ccc1OC	i	i
Cc1ccc(CSc2nnc(-c3cccc(S(=O)(=O)N4CCOCC4)c3)n2CC(C)C)cc1	i	i
CC1(C)C(C(=O)O)N2C(=O)C(NC(=O)Cc3ccccc3)C2S1=O (configuration not stated)	i	i
CC(=O)Nc1cccc(/C(C)=N/NS(=O)(=O)c2ccccc2)c1	i	i
O=C(Nc1ccc(NC(=O)C2CC2)nc1)c1cnccn1	i	i
COc1ccc2oc(=N)c(C(=O)Nc3ccc(Br)cc3)cc2c1	i	i
CNCCC(Oc1ccc(C(F)(F)F)cc1)c1ccccc1 (configuration not stated)	i	i

Pulled one by one from the entries so far, three records:
mol	KCNQ2 block	CHT inh
Cc1ccc(CSc2nnc(-c3cccc(S(=O)(=O)N4CCOCC4)c3)n2CC(C)C)cc1	i	i
CC1CN=C(c2cccn2Cc2ccc(F)cc2Cl)O1 (configuration not stated)	i	i
Cn1cc(C(=O)C(=O)N2CCCC2)c2ccccc21	i	i

(list continues)
mol	KCNQ2 block	CHT inh
Cc1ccc2cc(C#N)c(N3CCN(C(=O)c4cccs4)CC3)nc2c1	i	i
CCCCN(S(=O)(=O)c1ccccc1)S(=O)(=O)c1ccccc1	-6.03*	i
CCc1ccc(N2C(=O)C(Cl)=C(N3CCCCCC3)C2=O)cc1	i	i
COc1ccc(NC(=O)CCS(=O)(=O)c2ccc3c(c2)CCCN3C(C)=O)cc1Cl	i	i
O=S(=O)(NCC1CC1)c1cccc(S(=O)(=O)N2CCCC2)c1	i	i
COc1ccc(-c2cc(C(=O)Nc3ccccc3F)on2)cc1	i	i
CC1CCc2c(C(=O)NCCN3CCOCC3)csc2C1 (configuration not stated)	i	i
COc1ccc(C(CNC(=O)c2cccc(NS(=O)(=O)c3ccc(C)c(F)c3)c2)N(C)C)cc1 (configuration not stated)	i	i
COc1ccc(C(=O)/C(C)=N/O)cc1OC	i	i
CCOC(=O)C1=C(O)/C(=C\c2ccc(CNS(=O)(=O)c3ccc(Br)cc3)o2)N=C1C	i	i
COc1ccc(C2=NNC(=Nc3cc(S(=O)(=O)N(C)C)ccc3C)SC2)c(OC)c1	i	i
O=[N+]([O-])c1cc(-c2nnc(N3CCOCC3)c3ccccc23)ccc1N1CCOCC1	i	i
Cc1ccc(CCNC(=O)c2nnn(-c3cccc(C)c3)c2N)cc1	i	i
CCN(CC(=O)NC(C)C)C(=O)CCNC(=O)c1ccc(Cl)cc1	i	i
CCOc1ccccc1C(=O)NC(C(=O)Nc1ccccc1N1CCOCC1)C(C)C (configuration not stated)	i	i
O=C(COC(=O)c1cc2ccccc2oc1=O)Nc1cccc(S(=O)(=O)N2CCCCCC2)c1	i	i
Cc1ccc(C(=O)Nc2sc3c(c2C(=O)O)CCCC3)o1	i	i
CN(C)C(=O)c1ccc(-c2cc(C(F)(F)F)n(C)n2)s1	i	i
Cc1cc(C)n(Cc2ccc(C(=O)O)o2)n1	i	i
CCOC(=O)c1cnc(SC)nc1Oc1cccc(NS(=O)(=O)c2ccc(F)cc2)c1	i	i
Cc1cccc(C)c1NC(=O)CN(C)CC(=O)Nc1ccc(F)c(Cl)c1	i	i
Cc1ccc(S(=O)(=O)N2CCC(C(=O)OCC(=O)N3CCc4ccccc43)CC2)cc1	i	i
Cc1cccc(C)c1NC(=O)c1cn(-c2ccccc2)nc1-c1ccccc1	i	i
CCOC(=O)N1CCC(NC(=O)CS(=O)(=O)Cc2nc(-c3ccccc3C)oc2C)CC1	i	i
CC(=O)C(Sc1nn(C)c(=S)s1)C(=O)Nc1ccccc1 (configuration not stated)	i	-5.39*
Cc1cc(C)c(COc2ccc(/C=N/n3c(C)n[nH]c3=S)cc2)c(C)c1	i	i
COc1ccc2oc(=O)c(C(=O)Nc3ccccc3O)cc2c1	i	i
CCCCC(=O)Nc1ccc(C(=O)NCCc2ccccc2)cc1	i	i
CCCOc1ccc(/C=N/NC(=S)Nc2ccccc2[N+](=O)[O-])c(O)c1	i	i
CCC(=O)Nc1ccc(C(=O)CSc2nnc(-c3ccc(O)cc3)n2CC2CCCO2)cc1OC (configuration not stated)	i	i
COc1ccc(CCCNC(=O)C2CCC(=O)N(Cc3ccc(Cl)cc3)C2)cc1 (configuration not stated)	i	x
O=C(Cn1cnc2cc([N+](=O)[O-])ccc2c1=O)NC1CCS(=O)(=O)C1 (configuration not stated)	i	i
O=C1c2ccccc2C(=O)N1CCCC(=O)N1CCCc2ccccc21	i	i
COc1ccc(C(=O)NNC(=O)COc2ccc(Cl)cc2C)cc1S(=O)(=O)N1CCOCC1	-5.6*	i
C/C=C(\C)C(=O)NCCN1C2=NC[C@H](Cc3ccc(O)cc3)N2C[C@H]1Cc1ccc(O)cc1	i	i
CCCC(=O)Nc1cccc(C(=O)Nc2nccs2)c1	i	i
COC(=O)c1ccc(COc2ccc(-c3nnn(CC(N)=O)n3)cc2)cc1	i	i
CC(=O)C1=C(c2ccccc2)NC(=O)NC1c1ccccc1OCC(=O)Nc1ccccc1 (configuration not stated)	i	i
CCn1ncc(-c2cc(C(=O)O)no2)c1C	i	i
O=C(NCc1ccc(Cl)cc1)C(=O)NCC1OCCN1S(=O)(=O)c1cccs1 (configuration not stated)	i	i
O=C(Cc1ccccc1)NCCSCc1ccccc1	i	i
C[C@]12C=CC(=O)C=C1CC[C@@H]1[C@@H]2[C@@H](O)C[C@@]2(C)[C@H]1CC[C@]2(O)C(=O)CO	i	i
Cc1noc(C)c1CCC(=O)N1CCCC(CCC(=O)NCc2ccc(F)c(F)c2)C1 (configuration not stated)	i	i
COc1ccc(N2CCC(CNC(=S)Nc3cccc(C)c3)C2)cc1 (configuration not stated)	i	i
Oc1ccccc1-c1nc(N2CCCC2)c2ccccc2n1	i	i
CC1COc2ccccc2N1S(=O)(=O)c1ccccc1 (configuration not stated)	i	i
CCc1ccc(CN2C(=O)c3ccccc3C2C(=O)NCc2cccnc2)cc1 (configuration not stated)	i	i
C=CCNc1cccc(Br)c1	i	i
COc1ccccc1N1CCN(C(=O)c2sc3ncnc(N4CCN(c5ccccn5)CC4)c3c2C)CC1	i	i
O=C(NCc1ccc(/C=c2\sc3n(c2=O)CCN=3)o1)C(=O)Nc1ccccc1	i	i
CN(Cc1ccco1)C(=O)c1ccc(N2CCCC2=O)cc1	i	i
Cc1nn(-c2ccccc2)c2c1C(c1ccc([N+](=O)[O-])cc1)N1C(=N2)C(=O)Nc2ccccc21 (configuration not stated)	i	i
Cc1ccc(NCC(=O)c2ccc([N+](=O)[O-])cc2)cc1	i	i
O=C(NC(C(=O)c1ccccc1)n1cnccc1=O)c1ccccc1 (configuration not stated)	i	i
CC(Oc1ccccc1)C(=O)Nc1c2c(nn1-c1ccccc1)CS(=O)C2 (configuration not stated)	i	i
O=C(/C=C/c1ccccc1Cl)N(Cc1cccs1)C1CCS(=O)(=O)C1 (configuration not stated)	i	i
Cc1ccc(C(CC(=O)N2CCCCC2)c2ccccc2)c(O)c1C (configuration not stated)	i	i
O=C(Nc1ccc(F)c(F)c1)NC1CCCCC1	i	i
Cc1ccc(NC(=O)CN(C)C(=O)COc2cc(F)ccc2[N+](=O)[O-])cc1	i	i
CCCC(=O)Nc1c(C)nn(C(=O)CCC)c1C	i	i

Later entries.
mol	KCNQ2 block	CHT inh
CCOc1ccc(C2/C(=C(\O)c3cccc(OC)c3)C(=O)C(=O)N2c2ccccn2)cc1OC (configuration not stated)	i	i
CCOC(=O)Cc1nnc(Nc2ccc(C)cc2)c2ccccc12	i	i
CC#CCN1C(=O)N[C@@H](c2ccccc2)C(C(=O)OC)=C1C	i	i
Cc1ccc(NS(=O)(=O)c2cc(C(=O)N3CCOCC3)ccc2C)cc1	i	i
COC(=O)Nc1sc2c(c1C(=O)NCc1ccco1)CCCC2	i	i
Cc1cccc(C)c1NC(=O)C(c1ccccc1)N1CCN(C(=O)c2ccco2)CC1 (configuration not stated)	i	i
Cc1ccc(C(=O)C(OC(=O)c2c(C)cc(=O)oc2C)c2ccccc2)cc1 (configuration not stated)	i	i
O=C(CN1Cc2ccccc2C1=O)Nc1ccc2c(c1)OCCO2	i	i
CCc1nnc(NC(=O)c2ccc(N(C)S(=O)(=O)c3ccccc3)cc2)s1	i	i
CCCn1c(CCC(=O)Nc2ccccc2Cc2ccccc2)nc2cc(S(=O)(=O)N3CCOCC3)ccc21	i	i
COc1cccc(NC(=O)CN(C)CC(=O)Nc2ccccc2-c2ccccc2)c1	i	i
Cc1cccc(C)c1NC(=O)NCCCN1CCN(c2ccccc2)CC1	i	i
CC(=O)N(CN1C(=O)c2ccccc2C1=O)c1cccc(C)c1	i	i
O=C(O)COc1ccccc1/C=N/NC(=O)CNC(=O)c1ccco1	i	i
O=C(Nc1nc(-c2cccc([N+](=O)[O-])c2)cs1)C(c1ccccc1)c1ccccc1	i	i
O=C(COC(=O)c1cncc(Br)c1)NCCC1=CCCCC1	i	i
CCOc1cccc(C(=O)NC(=S)Nc2ccc3c(c2)OCCO3)c1	i	i
Cc1nn(-c2ccccc2)c(=S)c2ccccc12	i	i
O=c1oc(Nc2ccc(F)cc2)nc2ccccc12	i	i
COc1cc(-c2c(NC(=O)c3ccco3)oc3c(C)cccc3c2=O)cc(OC)c1OC	i	i
O=C(c1ccc(N2CCCC2=O)cc1)N1CCN(c2ccccc2)CC1	i	i
Cc1ccc2c(c1)c(-c1csc(N)n1)c(C)n2C	i	i
COc1ccc2[nH]c(=O)c(CNc3cccc(C)c3)cc2c1	i	i
Cc1ccc(NC(=O)CCc2nc(-c3cccs3)no2)c(Br)c1	i	i
COc1ccc(S(=O)(=O)N2CCN(Cc3ccc(Cl)cc3)CC2)cc1	i	i
NS(=O)(=O)c1cc(C(=O)OCC(=O)Nc2ccc(Cl)cc2[N+](=O)[O-])ccc1Cl	i	i
CC(C)CNC(=O)COC(=O)c1n[nH]c2ccccc12	i	i
CC(=O)c1sc(NC(=O)C2CCN(c3ncnc4sc(C)c(C)c34)CC2)nc1-c1ccccc1	i	i
O=C(COC(=O)c1cccnc1Cl)Nc1cc(S(=O)(=O)N2CCCCC2)ccc1Cl	i	i
O=C(CCCn1c(=O)c2cccn2c2cccnc21)NCc1cccc(Br)c1	i	i
Fc1ccc(Nc2nc(-c3ccncc3)nc3ccccc23)cc1F	i	i
Cc1ccc(NC(=O)COC(=O)C2CCC(=O)N2)c(S(=O)(=O)N2CCOCC2)c1 (configuration not stated)	i	i
Cc1ccc(Oc2coc3cc(OC(=O)c4cccs4)ccc3c2=O)cc1	i	i
COC(=O)c1sc(N)c(C(=O)OC)c1COC(=O)[C@@H](NS(=O)(=O)c1cccc(Cl)c1)C(C)C	i	i
CCOc1ccc(N2C(=O)CC(n3ccc(C)n3)C2=O)cc1 (configuration not stated)	i	i
COc1cccc(CNC(=O)C2CCCN(S(=O)(=O)c3c(C)n[nH]c3C)C2)c1 (configuration not stated)	i	i
O=C(/C=C/c1cn(-c2ccccc2)nc1-c1cccnc1)N1CCCC1	i	x
O=C(N/N=C/c1ccccn1)c1ccc(NC(=O)c2ccc(F)cc2)cc1	i	i
Cc1ccc2[nH]c(CN3CCN(C)C(CCO)C3)c(C)c2c1 (configuration not stated)	i	i
CC1CCCC(NC(=O)CCn2c(=O)oc3ccccc32)C1C (configuration not stated)	i	i
Oc1ccc2ccccc2c1C=Nc1ccccc1	i	i
Cc1cc2nccc(-c3ccncc3)n2n1	i	i
Cc1cc(C)n(C(=O)COc2ccccc2[N+](=O)[O-])n1	i	i
CC(=C/c1ccco1)/C=N/NC(=O)Cc1cccn1C	i	i
O=C(/C=C/c1cccs1)NC(=S)NNC(=O)Cc1cccs1	i	i

Screens (PubChem)
